# ERp5 block: inhibitors of ERp5-driven insulin aggregation, primary screen, biochemical, turbidity, absorbance 650 nm, single point | Protein disulfide-isomerase A6 (Homo sapiens), Q15084 | 90 min | inhibition, % at 9.99 µM | 350,000 tested, 0.05% active | AID 651711, 2012;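 active = mean replicate inhibition above about 25%, with every replicate also reaching it, limit read from the data, passing the limit was not always enough; inconclusive = only one of those two criteria met; inactive = neither criterion met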
# Target sequence (Q15084 whole entry, looked up): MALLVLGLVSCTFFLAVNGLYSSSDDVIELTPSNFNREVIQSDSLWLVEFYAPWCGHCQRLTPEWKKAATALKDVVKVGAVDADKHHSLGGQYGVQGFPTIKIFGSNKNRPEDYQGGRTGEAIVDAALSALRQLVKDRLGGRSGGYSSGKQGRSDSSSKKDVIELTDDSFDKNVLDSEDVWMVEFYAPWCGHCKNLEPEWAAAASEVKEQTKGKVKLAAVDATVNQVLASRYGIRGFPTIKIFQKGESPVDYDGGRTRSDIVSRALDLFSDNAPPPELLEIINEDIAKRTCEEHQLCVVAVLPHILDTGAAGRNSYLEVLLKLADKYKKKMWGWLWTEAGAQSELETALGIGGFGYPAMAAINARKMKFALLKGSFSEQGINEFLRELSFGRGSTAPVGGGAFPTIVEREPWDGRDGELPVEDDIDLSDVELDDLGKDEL
# miR122 inh: miR-122 Renilla sensor signal increase in Huh7, primary screen, miR-122 inhibitor project, cell-based, single point, plate reader. Huh7 miR-122 Renilla luciferase sensor, 48 h; neutral wells = 0, positive control = 100. activation (reporter increase), % at 12.5 µM. 340,000 tested, 0.3% active. AID 602342, 2012;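 active = mean replicate activation score at least 90 and every replicate individually at or above 90; inconclusive = only one of the two criteria met; inactive = neither criterion met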;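 also: higher luciferase means less miR-122 activity so hits act as miR-122 inhibitors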
# SIRT5 inh: SIRT5 desuccinylase inhibitors, primary screen, biochemical, fluorescence imaging, single point, set 5; NAD-dependent protein deacylase sirtuin-5, mitochondrial (Homo sapiens), Q9NXA8; Purified SirT5, succinyl-peptide AMC, trypsin-coupled fluorescence; inhibition, % at 15 µM; 330,000 tested, 1.1% active; AID 652115, 2013; in the data active = inhibition above about 15%; inconclusive = no clear call, values can overlap the other calls
# Target sequence (Q9NXA8 whole entry, looked up): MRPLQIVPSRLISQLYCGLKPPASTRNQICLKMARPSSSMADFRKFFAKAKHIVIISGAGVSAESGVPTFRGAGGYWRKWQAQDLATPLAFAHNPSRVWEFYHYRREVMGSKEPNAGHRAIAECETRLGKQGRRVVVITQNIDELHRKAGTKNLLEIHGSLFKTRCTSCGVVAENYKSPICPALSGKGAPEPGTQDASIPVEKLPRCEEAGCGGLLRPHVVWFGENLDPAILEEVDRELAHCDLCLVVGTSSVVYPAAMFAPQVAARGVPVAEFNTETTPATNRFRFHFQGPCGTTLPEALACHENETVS
# F508del corr: F508del CFTR correction, initial screen, CFBE line, single point; activity (quench increase), % at 7.58 µM; 350,000 tested, 0.36% active; CFBE cells, YFP halide quenching; stimulated with forskolin plus potentiator P3; % fluorescence drop versus neutral controls;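 active = mean added fluorescence quench of at least 8% versus neutral control, with both replicates also reaching 8%; inconclusive = only one of the mean or replicate conditions met; inactive = mean below 8% and not both replicates reaching 8%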;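 also: cells transiently co-express mutant CFTR-F508del with the halide-sensitive YFP; corrector assay measuring rescue of mutant channel to the surface after 24 h compound exposure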
# CASP6 VEID inh: human caspase-6 inhibitors, primary screen, biochemical, VEID-R110 fluorescence, single point, set 2; 350,000 tested, 0.53% active; AID 686996, 2013; P55212; inhibition, % at 12.5 µM; purified caspase-6, Z-VEID-R110 cleavage fluorescence;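 active = mean inhibition across replicates at least about 35%, with every replicate also reaching that limit, limit read from the data; inconclusive = only one of the two criteria met; inactive = neither criterion met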;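 also: 0% = median of neutral control wells and 100% = no fluorescence left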
# Target sequence (P55212 24-179 limits assumed): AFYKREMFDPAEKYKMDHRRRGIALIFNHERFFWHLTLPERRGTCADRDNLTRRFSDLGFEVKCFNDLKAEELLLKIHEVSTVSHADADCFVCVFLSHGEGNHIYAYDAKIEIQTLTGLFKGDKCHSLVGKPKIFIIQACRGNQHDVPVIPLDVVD
# Target sequence (P55212 194-293 limits assumed): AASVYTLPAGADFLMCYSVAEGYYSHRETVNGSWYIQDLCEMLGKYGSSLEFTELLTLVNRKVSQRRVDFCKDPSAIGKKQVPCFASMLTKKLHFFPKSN
# ERAP1 HTS inh: human ERAP1 aminopeptidase inhibitors, primary screen, biochemical, single point, plate reader; Endoplasmic reticulum aminopeptidase 1 (Homo sapiens), Q9NZ08; recombinant ERAP1, Leu-AMC fluorescence, 60 min; inhibition, % at 10.7 µM; 340,000 tested, 0.15% active;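 active = mean replicate inhibition of at least 30%, or all replicates individually reaching that 30% level; inactive = mean below 30% and not every replicate reaching it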;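 also: 0% = neutral control wells and 100% = L-leucinethiol positive control wells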
# DENV2 CPE: inhibitors of DENV2 cytopathic effect, primary screen, cell-based, plate reader, single concentration. DENV2-infected cells, cytopathic effect rescue. CPE inhibition, % at 9.99 µM. 350,000 tested, 1.7% active. AID 651640, 2012; in the data active = CPE inhibition above about 20%, passing the limit was not always enough; inconclusive = no clear call, values can overlap the other calls; tested in BHK-21 cells;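 also: 0% = median of neutral control wells and 100% = median of positive control wells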
# Active calls of the source: *; ? = inconclusive; . = no result given; [ ] = dose if it differs, or a comment.
ERp5 block	miR122 inh	SIRT5 inh	F508del corr	CASP6 VEID inh	ERAP1 HTS inh	DENV2 CPE	Structure
0.0	-4.3[16.7 µM]	-9.1	1.9	-18.9	-1.8	7.9	CN1CCN(C(=O)C[C@H]2C[C@@H]3c4cc(NC(=O)NC5CCCC5)ccc4O[C@@H]3[C@H](CO)O2)CC1
0.2	.	-1.0	-0.6	2.2	-0.6	-9.1	N#CCC(=O)NC1CCC(CC2CCC(NC(=O)CC#N)CC2)CC1 (stereo not drawn)
0.9	3.0[16.7 µM]	-2.0	3.9	-1.0	0.3	-9.4	Cc1ccccc1S(=O)(=O)N1CCCCN2[C@H](CO)[C@H](c3ccc(-c4cccnc4)cc3)[C@H]2C1
1.9	-0.6	2.6	1.2	0.5	.	-3.1	CC(=O)c1ccc(NC(=S)N2CCN(CCO)CC2)cc1
5.6	-4.3	-3.1	.	-1.6	1.0	-4.2	COc1cccc(C(=O)NC(=S)Nc2ccc3oc(=O)ccc3c2)c1
-3.1	13.3[16.7 µM]	3.4	-2.1	-1.1	0.6	-1.2	O=C(C[C@H]1C[C@@H]2c3cc(NC(=O)C4CCC4)ccc3O[C@@H]2[C@H](CO)O1)NCc1cc(F)ccc1F
-6.1	2.0	-8.6	0.3	6.0	-2.5	-8.9	COc1ccc(-c2nnc(NC(=O)c3cccs3)s2)c(OC)c1
-8.2	-2.2	-3.0	-1.9	-3.3	3.5	-3.2	COc1ccc(CC(=O)Nc2ccc(C(=O)NC(C)(C)C)cc2)cc1OC
1.8	.	0.6	.	0.3	1.9	-2.4	COc1cc(-c2cc(C(=O)NN3CCN(C)CC3)c3ccccc3n2)cc(OC)c1OC
-2.2	.	2.0	-2.9	-4.0	0.7	7.3	COC(=O)C1=C(COc2ccc(C=O)cc2OC)NC(=O)NC1c1cc(C)ccc1C (stereo not drawn)
-5.7	.	1.5	0.8	-3.7	.	0.5	C/C(=N\NC(=O)CN1CCN(Cc2ccccc2)CC1)c1ccncc1
-6.3	.	-3.9	0.8	1.2	3.3	-15.5	CN(C)CCC(Oc1ccccc1OCc1ccccc1)c1ccccc1 (stereo not drawn)
5.1	1.7	-0.2	-0.5	2.4	6.0	-5.2	Cc1cc(C)nc(-n2ncc3c2CC(c2ccc(F)cc2)CC3=O)n1 (stereo not drawn)
8.3	.	-1.1	-0.1	4.1	2.5	?	O=C(Nc1ccc(S(=O)(=O)N2CCCC2)cc1)C1CCCN1C(=O)c1cccs1 (stereo not drawn)
1.9	.	9.4	1.8	0.0	-1.9	4.6	C=CCn1c(SCC(=O)NC2CC2)nc2sc(CC)cc2c1=O
-9.6	-0.3[16.7 µM]	2.5	0.3	0.1	0.7	5.0	Cc1noc(C)c1S(=O)(=O)Nc1ccc2c(c1)C(=O)N([C@@H](C)CO)C[C@@H](C)[C@H](CN(C)C(=O)NC(C)C)O2
1.6	-5.4	0.2	-0.9	3.4	0.2	.	C/C(Cc1ccccc1)=N\NC(=O)c1ccc(F)cc1
6.6	-1.4	-5.2	0.7	-1.6	-3.5	7.5	C[C@H](NC(=O)C1CCN(S(=O)(=O)c2ccccc2)CC1)C(=O)NCc1ccccn1
1.3	.	-0.4	-0.1	0.7	-0.7	7.3	O=C(c1cc(Cl)nc2ccccc12)N1CCc2ccccc2C1
-0.3	-5.7	1.4	-1.3	8.3	0.4	2.6	CCc1cc2c(N3CCN(C(=O)c4ccco4)CC3)ncnc2s1
-9.4	19.1[16.7 µM]	11.7	-1.2	-0.7	-0.3	-17.1	C[C@@H]1CN([C@H](C)CO)S(=O)(=O)c2ccc(-c3cccc(F)c3)cc2O[C@@H]1CN(C)C(=O)c1cccc(F)c1
9.3	0.4	-2.0	0.6	0.3	-0.3	-1.1	Nc1nonc1-n1nnc(C(=O)N/N=C/c2ccc(OCc3ccccc3F)cc2)c1CNc1ccccc1
2.4	.	-2.9	0.7	1.4	-1.3	12.9	COc1ccccc1N1C(=O)C(=O)N(C)C1=O
-3.3	1.6	-2.2	0.0	-4.8	-4.9	-8.6	Nc1ccn(CCCNCC(c2ccccc2)c2ccccc2)c(=O)n1
4.5	-1.0	2.5	1.5	-2.5	0.2	-0.4	COc1ccc(S(=O)(=O)N(C)c2ccc(C(=O)NCc3ccccn3)cc2)cc1
4.2	-1.0	-4.8	.	0.1	-2.2	-15.5	CC1CCCC(C)N1C(=O)CSc1nnc(-c2cccs2)o1 (stereo not drawn)
4.9	-2.2	-2.9	-3.6	1.6	-2.1	-1.7	NC1=NC2(CCCC2)n2c(nc3ccccc32)N1
2.9	4.4[16.7 µM]	0.0	-0.4	0.1	0.5	-8.2	C[C@H](CO)N1C[C@H](C)[C@@H](CN(C)Cc2ccc(C(=O)O)cc2)OCCCC[C@H](C)Oc2ccc(NC(=O)c3ccncc3)cc2C1=O
2.8	-0.6[16.7 µM]	-0.1	-1.6	0.3	2.4	-1.6	C[C@@H]1CCCCO[C@@H](CN(C)Cc2ccc(Cl)c(Cl)c2)[C@H](C)CN([C@H](C)CO)C(=O)c2cc(NC(=O)Nc3ccc(F)cc3)ccc2O1
5.3	-8.6	10.2	-3.2	4.8	.	1.0	CCOC(=O)COc1ccc2c(=O)cc(-c3ccccc3)oc2c1
3.5	3.8	-0.1	1.6	10.7	1.2	-7.2	CCCCCCOc1ccc(C(CC(=O)NC)C(=O)O)cc1 (stereo not drawn)
1.3	-1.9	-4.3	2.6	1.9	-2.9	28.8*	O=C(NCCN1C(=O)C2C3C=CC(C3)C2C1=O)Nc1cccnc1 (stereo not drawn)
0.0	.	0.8	0.1	-1.8	-7.2	?	Clc1ccc(-c2nnc(COc3ncnc4sccc34)o2)cc1
-5.2	2.0	28.9*	0.7	3.3	2.2	-5.0	Cc1ccc(-c2n[nH]c(=S)n2/N=C/c2cccs2)cc1
12.0	.	4.0	0.5	-1.6	-5.9	-5.3	COc1ccccc1N1CCN(C(=O)c2cccc(NC3=NC4CS(=O)(=O)CC4S3)c2)CC1 (stereo not drawn)
-1.5	.	-0.7	2.8	.	-4.2	2.0	O=C(/C=C/c1cccs1)N1CCCC1
1.0	-4.8[16.7 µM]	-3.3	2.4	1.9	8.2	1.0	CC(C)C#Cc1cnc2c(c1)C(=O)N([C@@H](C)CO)C[C@@H](C)[C@@H](CN(C)C(=O)CN1CCOCC1)O2
-0.8	-1.3	1.4	-4.0	0.1	2.2	2.3	COc1ccc(-c2nc(CS(=O)CC(=O)NCCC3=CCCCC3)c(C)o2)cc1 (stereo not drawn)
1.7	.	2.0	-1.5	1.8	-1.5	-2.9	Cc1ccc(OC(=O)c2cc(C)nn2C(C)(C)C)cc1
3.0	-4.4	.	0.7	-1.1	.	-2.6	O=C1CCN(Cc2ccc(Br)cc2)CCN1[C@H](CO)c1ccccc1
-1.6	-0.8	-2.2	0.5	-2.9	-0.7	-4.0	CCC(C)(C)NC(=O)CN(C(=O)c1ccc(N2CCCC2)nc1)c1ccc(F)cc1
?	-0.8	.	2.5	2.5	.	1.3	COc1ccc([C@H]2CC(=O)C=C(c3ccc(NC(C)=O)cc3)C2)cc1OC
0.7	.	-5.0	.	0.9	8.8	-10.8	Cc1cc(C(=O)OCC(=O)Nc2ccc(F)c(F)c2F)c(C)o1
-3.7	.	-2.2	-2.3	-4.8	-0.3	-2.6	O=C(O)COn1c(-c2ccccc2)nc2ccc(Cl)cc21
1.7	.	-0.2	2.2	3.4	-0.2	66.1*	CCCCn1c(N)c(N(CCC(C)C)C(=O)C2CC(=O)N(c3ccccc3OCC)C2)c(=O)[nH]c1=O (stereo not drawn)
-6.8	-5.7	-1.3	-1.6	0.7	-3.7	-9.4	Cc1ccc(S(=O)(=O)NCC(=O)N2CCC(C)CC2)cc1
6.0	-5.0	0.1	1.3	1.5	.	-6.4	COCCCNC(=O)CCn1c(=O)c2ccccc2n(CC(=O)NCCc2ccc(OC)c(OC)c2)c1=O
-1.5	3.4	-0.3	3.8	-3.3	-2.8	8.0	O=c1c2oc3ccccc3c2ncn1Cc1cccc(Cl)c1
-5.0	.	1.8	0.4	5.7	0.0	16.6	O=c1cc(CN2CCN(S(=O)(=O)c3ccccc3)CC2)nc2ccc(Cl)cn12
1.8	-9.7[16.7 µM]	-3.4	1.9	-3.1	-0.6	-1.2	CC(=O)N(C)C[C@H]1Oc2ncc(C#CCc3ccccc3)cc2C(=O)N([C@@H](C)CO)C[C@H]1C
5.8	3.8[16.7 µM]	4.0	1.5	0.0	0.4	-1.6	C[C@@H]1CN([C@H](C)CO)C(=O)Cc2cc(NC(=O)C3CC3)ccc2O[C@H]1CN(C)S(=O)(=O)c1cccs1
1.9	.	-0.2	0.0	-0.8	4.4	4.8	Cc1ccc(NC(=O)Cn2c(=O)c(C)nc3ccccc32)cc1
-0.3	5.3	1.2	4.1	-2.3	-0.5	-0.6	CCC(C)CNC(=O)c1cccc(OC2CCN(CC(C)(C)C)CC2)c1 (stereo not drawn)
-2.1	11.7	-1.5	0.4	0.4	0.2	-2.8	CS(=O)(=O)N(CC(=O)N1CCC(C(N)=O)CC1)Cc1ccc(Cl)c(Cl)c1
4.0	.	-2.9	4.0	-0.1	0.5	-5.8	O=C(Nc1ccc(C(F)(F)F)cc1)N[C@@H]1CC[C@H](CC(=O)N2CCCCC2)O[C@@H]1CO
-4.7	.	-1.3	1.9	1.5	-0.8	-2.0	COCc1cn(CC[C@H]2CC[C@@H](NC(=O)c3ccc(F)cc3)[C@H](CO)O2)nn1
1.9	3.9[16.7 µM]	-5.9	-0.7	0.8	0.0	-9.0	CN1[C@@H]2c3ccc(-c4ccccc4)c(=O)n3C[C@H]1[C@H](CO)[C@H]2C(=O)NC1CCCCC1
-4.2	-2.8	0.0	-2.0	-0.9	0.2	-7.1	CCN(C[C@H]1N[C@@](C)(C(=O)OC)[C@H]2C(=O)N(Cc3ccccc3)C(=O)[C@@H]12)S(=O)(=O)c1ccccc1
-5.9	-2.6[16.7 µM]	-9.4	0.9	-0.8	0.5	9.8	COCCNC(=O)C[C@H]1CC[C@@H]2[C@H](COc3ccc(NC(=O)Nc4ccccc4)cc3C(=O)N2C)O1
4.5	-1.7	0.9	-0.5	-5.2	4.6	-3.4	CCN(CC)CCN(C(=O)c1ccc(S(=O)(=O)N2CCCC2)cc1)c1nc2cc(C)cc(C)c2s1

# Next part.
ERp5 block	miR122 inh	SIRT5 inh	F508del corr	CASP6 VEID inh	ERAP1 HTS inh	DENV2 CPE	Structure
-2.2	.	1.0	3.5	-0.2	2.1	-1.7	CC1CCN(c2nc3ccccn3c(=O)c2C=O)CC1
-1.3	2.5	.	-2.6	-1.7	-3.8	4.2	CC(C)OCCCNC(=O)CN1C(=O)CC(C)(C)S(=O)(=O)c2ccccc21
5.5	7.4	-1.1	3.0	-1.3	-4.3	-2.2	CCOc1nc(Nc2ccccc2F)nc(OCC)n1
1.8	-2.7	2.8	1.5	2.0	0.8	0.0	COc1ccc(CCNC(=O)COC(=O)Cc2ccccc2F)cc1
-0.5	-0.2	-0.8	-1.9	4.0	0.3	0.8	Cc1cccc(CC(=O)Nc2ccc(C(=O)N3CCOCC3)cc2)c1

# Single records, from the list above. Order of values: ERp5 block	miR122 inh	SIRT5 inh	F508del corr	CASP6 VEID inh	ERAP1 HTS inh	DENV2 CPE
# CC1CCN(c2nc3ccccn3c(=O)c2C=O)CC1 in the list: -2.2	.	1.0	3.5	-0.2	2.1	-1.7
# CCOc1nc(Nc2ccccc2F)nc(OCC)n1 in the list: 5.5	7.4	-1.1	3.0	-1.3	-4.3	-2.2
# Cc1cccc(CC(=O)Nc2ccc(C(=O)N3CCOCC3)cc2)c1 in the list: -0.5	-0.2	-0.8	-1.9	4.0	0.3	0.8

# Compound activity as filed in PubChem BioAssay.
